Screens as filed in PubChem BioAssay.
Apoferritin bind: binds horse apoferritin like a general anesthetic; P02791; apoferritin/1-aminoanthracene competitive binding, fluorescence; Potency, µM (highest dose often 77.5 µM), inactives show top-dose activity change, negative = displacement, actives largely listed as inhibitors; actives 0.074% (n = 350,000); note: potency is the fitted concentration of half-maximal effect; % is set by controls: 0 for no effect and ±100 for the full control effect; nearly all actives have a fitted effect of over 20% in size
Target sequence (P02791 2-175 limits assumed): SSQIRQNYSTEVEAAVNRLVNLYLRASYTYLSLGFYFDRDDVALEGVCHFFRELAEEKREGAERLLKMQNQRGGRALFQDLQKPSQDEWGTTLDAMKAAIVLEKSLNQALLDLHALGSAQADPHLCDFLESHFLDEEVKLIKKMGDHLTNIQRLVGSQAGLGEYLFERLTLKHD
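Horse-spleen apoferritin (10 uM) in 50% saturated 1-aminoanthracene in PBS was incubated 10 min at room temperature with compound. Fluorescence (ex 380, em 535 nm) was normalized to free and bound 1-AMA, with concentration-response fitted by a four-parameter Hill equation.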
POLB inh: inhibitors of human DNA polymerase beta. Potency, µM (top dose mostly 114 µM), inactives show at the top dose activity change, negative = inhibition, hits mostly inhibitors. Pol beta primer extension/strand displacement, fluorescence kinetic. P06746. actives 1.3% (n = 340,000); note: potency is the fitted concentration of half-maximal effect; % is set by controls: 0 for no effect and ±100 for the full control effect
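Enzyme-only controls used 10 nM Pol beta; buffer lacking enzyme served as negative control. Compound preincubated 15 min, then 50 nM substrate added; 0 and 10 min reads at room temperature.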
ALOX12 inh: inhibitors of human 12S-lipoxygenase ALOX12. P18054. purified 12hLO, xylenol orange hydroperoxide absorbance. Potency, µM (doses to about 108 µM), without a hit: at the top dose activity change, negative = inhibition, actives largely listed as inhibitors. actives 1.1% (n = 580,000). AID 1671190; note: potency is the fitted concentration of half-maximal effect; % is set by controls: 0 for no effect and ±100 for the full control effect
Target sequence (P18054 whole entry, looked up): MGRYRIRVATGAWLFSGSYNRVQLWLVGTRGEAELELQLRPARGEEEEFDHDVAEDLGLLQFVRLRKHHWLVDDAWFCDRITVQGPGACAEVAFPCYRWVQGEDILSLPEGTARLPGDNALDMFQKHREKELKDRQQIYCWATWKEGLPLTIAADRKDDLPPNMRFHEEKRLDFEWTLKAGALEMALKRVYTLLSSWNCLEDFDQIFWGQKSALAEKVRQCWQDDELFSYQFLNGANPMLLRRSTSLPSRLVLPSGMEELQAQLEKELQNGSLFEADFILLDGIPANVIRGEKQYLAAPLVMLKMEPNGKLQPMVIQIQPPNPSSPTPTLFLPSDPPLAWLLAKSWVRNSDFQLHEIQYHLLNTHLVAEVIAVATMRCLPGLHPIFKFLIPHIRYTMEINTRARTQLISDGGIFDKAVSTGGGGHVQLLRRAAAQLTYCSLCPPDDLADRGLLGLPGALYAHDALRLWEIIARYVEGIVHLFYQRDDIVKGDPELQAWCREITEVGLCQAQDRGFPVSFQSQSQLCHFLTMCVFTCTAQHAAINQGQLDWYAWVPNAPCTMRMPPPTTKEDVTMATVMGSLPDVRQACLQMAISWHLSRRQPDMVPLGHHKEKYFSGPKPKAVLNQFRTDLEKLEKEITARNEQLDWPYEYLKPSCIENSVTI
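Hydroperoxide product was detected by ferrous iron/xylenol orange as the 573 to 405 nm absorbance ratio. Arachidonic acid at 40 uM (final) was turned over for 30 min at room temperature by 150 nM human 12hLO, pH 7.0 Hepes buffer, after 15 min compound preincubation.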
APE1 inh: blocks human APE1 abasic DNA cleavage | P27695 | recombinant APE1, TAMRA/BHQ-2 abasic DNA cleavage fluorescence | Potency, µM (highest dose often 65.8 µM), for inactives: at the highest dose activity change, negative = inhibition, actives largely listed as inhibitors | actives 0.35% (n = 350,000) | AID 2517;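 note: potency is the fitted concentration of half-maximal effect; plate controls were vehicle for no effect and reference inhibitor for full effect; nearly all actives have a fitted effect of over 55% in size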
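Substrate: short duplex with […] THF abasic site, 5'-TAMRA and 3'-BHQ-2, 50 nM final. APE1 at 0.75 nM, preincubated 15 min RT with compound. Fluorescence increase from first to third read measured activity.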
ERG Ets-DNA blk: inhibitors of human ERG Ets domain-DNA interaction; P11308; AID 624246; Potency, µM (series often up to 76.9 µM), for inactives: top-dose FP activity, negative = inhibition, actives largely listed as inhibitors; fluorescence polarization, His-ERG Ets domain / labelled DNA; actives 0.028% (n = 370,000); active = well fitted inhibition curve with a large enough effect in the polarisation, with a control signal flat; inconclusive = small, poorly fitted or top-dose-only effect, or effect the other way, or a change in a side signal; inactive = no such curve, though single readings can be large or run the other way; the % refers to the polarisation;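 note: polarization taken with two DNA probes labelled with fluorescein and Texas red; potency is the fitted concentration of half-maximal effect; % of control where 0% means no effect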
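His-tagged ERG Ets domain (1 uM in the protein solution; 300mM KCl, 50mM Tris-HCl, 1mM EDTA, 1mM DTT, pH 7.5) received compound, then a probe mix of 5 nM fluorescein-DNA and 100nM Texas-615-DNA. Fluorescence polarization was read for both dyes.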
LDHA inh: LDHA (human) enzyme inhibition; P00338; purified LDHA, NADH/diaphorase-resazurin fluorescence; stronger effect = lower value; activity change, % (values are at about 110 or 230 µM); actives 0.15% (n = 480,000); AID 1347041; in the data active = activity change below about -30%; inconclusive = mostly about -25% to -30%;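 note: plate controls were DMSO wells for no effect and wells without enzyme for full effect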
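Human LDH5 at 2 nM final in Tris HCl pH 7.4 with 0.06 mM NADH and 0.2 mM pyruvate, reacted 5 minutes at room temperature. Remaining NADH coupled via diaphorase/resazurin; resorufin fluorescence read at 0 and 20 minutes, normalized to enzyme-free and DMSO wells.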
Pol eta inh: inhibitors of human DNA polymerase eta; actives 1.2% (n = 390,000); Potency, µM (doses to about 114 µM), without a hit: top-dose activity change, negative = inhibition, hits mostly inhibitors; recombinant Pol eta, fluorescent DNA replication assay; note: potency is the fitted concentration of half-maximal effect; % is set by controls: 0 for no effect and ±100 for the full control effect
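Pol eta (10 nM) was preincubated with compounds for 15 min at room temperature, after which fluorescent replication substrate (50 nM final) was added to start the reaction. Fluorescence was read kinetically at 0 and 10 min.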
POLK inh: DNA polymerase kappa (human) inhibition; Q9UBT6; purified Pol kappa, fluorescent DNA synthesis assay, 10 min; Potency, µM (top dose mostly 107 µM), inactives show at the highest dose activity, negative = inhibition, usual class: inhibitors; actives 0.53% (n = 400,000); note: potency is the fitted concentration of half-maximal effect; % is set by controls: 0 for no effect and ±100 for the full control effect
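Activity was followed as the change in fluorescence between reads at 0 and 10 min after starting the reaction with 50 nM substrate. Beforehand, 10 nM polymerase had been preincubated with compound for 15 min at room temperature.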
RGS4 inh: human RGS4 inhibition. Potency, µM (doses to about 114 µM), for the others: top-dose activity change, negative = inhibition, most hits filed as inhibitors. P49798. Transcreener GDP fluorescence polarization, RGS4-accelerated GTP hydrolysis. actives 0.039% (n = 390,000); note: potency is the fitted concentration of half-maximal effect; % is set by controls: 0 for no effect and ±100 for the full control effect; nearly all actives have a fitted effect of over 75% in size; some results filed as inactive show a strong effect at the top dose
Target sequence (P49798 whole entry, looked up): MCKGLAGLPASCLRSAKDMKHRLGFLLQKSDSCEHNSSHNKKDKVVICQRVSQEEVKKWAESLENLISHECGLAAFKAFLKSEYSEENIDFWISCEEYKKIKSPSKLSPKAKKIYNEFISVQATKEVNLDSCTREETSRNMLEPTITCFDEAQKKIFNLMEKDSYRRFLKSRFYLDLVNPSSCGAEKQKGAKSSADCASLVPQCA
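MLSMR compounds (23 nl, pin-transferred) preincubated 10 min at room temperature with a 500nM (2x) first reagent, then RGS4 at 900nM (2x) plus Transcreener GDP mix added; fluorescence polarization (620/688 nm) read before and after 90 min at 30 °C.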
* hit, by the source's call; ? = inconclusive; / = no result given; & = joins results of further samples; [ ] = dose if it differs, or a comment. Unless noted, calls come from the whole dose curve; as a rule, active = well fitted curve in the direction sought with a large enough effect; inconclusive = small, poorly fitted or top-dose-only effect, or another doubt; inactive = no such curve, though single readings can be large; an effect the other way counts as inactive or inconclusive. The list is partial; the hit share may differ from the screen's.

Fields – POLK inh | Pol eta inh | POLB inh | LDHA inh | APE1 inh | RGS4 inh | ALOX12 inh | Apoferritin bind | ERG Ets-DNA blk
> O=C(N/C(=C/c1cccc([N+](=O)[O-])c1)C(=O)N1CCOCC1)c1ccc(Br)cc1
  -17% | -7% | -19% | -7 | -1% | -11% | 86%[activator] | 1% | 0%
> Cn1cc([C@@H]2C[C@H]3CN(Cc4cccc(Cl)c4)C(=O)[C@]34CCCN24)c(-c2ccccc2)n1
  -7% | -18% | 16% | 4 | 4% | -7% | -36% | -20% | -1%[15.4 µM]
> COc1ccc(N2C(=O)CC(Sc3nccc(C)n3)C2=O)cc1 (centres undefined)
  -7% | -5% | 2% | -1 | 1% | -24% | 0% | -14% | -1%
> Cc1cc(OC(C)C(=O)Nc2c(C(=O)c3ccc(F)cc3)oc3ccccc23)ccc1Cl (centres undefined)
  -28% | -11% | -23% | 1 | / | 17% | -24% | -1% | 0%
> COc1cc(CN(C(C)=O)c2ccccc2C(=O)O)ccc1[N+](=O)[O-]
  -1% | -14% | / | -7 | / | -47% | -7% | / | 4%
> CCN(CC(=O)Nc1ccccc1C(F)(F)F)C(=O)c1ccc(-n2nc(C)c(CCC(=O)OC)c2C)cc1
  12% | -13% | / | 0 | / | 1% | 0% | / | 0%
> CCN(CC)C(=O)CN1C(=O)/C(=C/c2ccccc2)SC1=S
  -5% | 26% | ? | -2 | 1% | 7%[11.4 µM] | 0% | 7% | 0%
> COC(=O)c1cc(NS(=O)(=O)c2ccc(N3CCOCC3)c(NC(C)=O)c2)cc(C(=O)OC)c1
  -3% | -18% | -12% | -1 | 0% | 5% | -3% | -10% | 11%
> COc1cc2c(cc1OC)/C(=C/C(=O)c1ccccc1)NCC2
  -16% | -4% | 6% | -3 | 38% | 24% | ? | -16% | 5%
> COc1ccc(-c2nnn(CC(=O)NCCc3ccc(OC)c(OC)c3)n2)cc1
  15% | -11% | -8% | -2 | 4% | -10% | -1% | 1% | -2%
> CC1CN(C(=O)CN2C(=O)c3ccccc3C2=O)CC(C)O1 (centres undefined)
  -3% | -6% | 2% | -10 | -2% | 12% | -9% | -9% | 4%
> CN(C)NC1=CC(=[N+]2CCCC2)CC(C)(C)C1
  -7% | -4% | -1% | 3 | -5% | 6% | -29% | 1% | -4%
> O=C(/C=C/c1ccccc1)Nc1nc(-c2ccncc2)cs1
  -4% | -15% | 1% | -20 | -2% | -42% | 4% | -14% | 6%
> CSc1ccc(S(=O)(=O)N2CC(=O)Nc3ccccc32)cc1
  -23% | 1% | -6% | -10 | -16% | -1% | ? | -8% | 0%
> CCOC(=O)Cn1cc(C(=O)C2CC2)c2ccccc21
  -5% | -11% | 8% | -5 | 0% | -5% | -2% | 3% | -2%
> Cc1ccc(Cc2c(C)c(C#N)c3[nH]c4ccccc4n3c2=O)cc1
  -1% | -10% | 32% | 4 | -2% | -25%[56.9 µM] | 24% | 3% | 24%
> O=C(O)c1c(Cl)nc2ccccn12
  -1% | -14% | 1% | 0 | -2% | -60%[56.9 µM] | -35% | -7% | -14%
> CC(C)c1nc2sc3c(SCC(=O)NCc4ccco4)ncnc3c2c2c1CCC2
  79µM* | 6.3µM* | 22µM* | 0 | -1% | ? | 11% | ? | -8%
> O=C(CCNC(=O)c1ccccc1Cl)Nc1ccncc1
  -7% | 0% | 8% | -1 | 2% | 32% | -9% | 0% | 2%
> CCOC(=O)C(/C=N/c1cc(C)nn1-c1ccccc1)=C(\C)O
  -1% | -9% | 0% | -5 | 5% | -11% | 13% | -14% | -2%
> Cc1cc2c(cc(C(=O)NCc3cccnc3)n2Cc2ccc(Cl)cc2)o1
  -9% | -9% | 8% | 1 | -10% | -2% | ? | ? | -1%
> CCOCCCNC(=O)CN(Cc1ccc(Cl)cc1)S(C)(=O)=O
  -10% | -10% | -3% | -6 | -1% | -4% | 19% | -4% | -2%
> Cc1ccc(C)c(N=Cc2cc3c(cc2[N+](=O)[O-])OCO3)c1
  -11% | -19% | ? | 18 | 0% | ? | ? | -20% | 0%
> CCC1Oc2ccccc2N(CC(=O)NCCCN2CCN(c3ccc(OC)cc3)CC2)C1=O (centres undefined)
  -19% | -21% | 4% | -2 | 24% | -11%[56.9 µM] | 0% | -12% | 6%
> COC(=O)c1ccc(CSc2nc3ccccc3c(=O)n2C)o1
  -32% | 10% | -13% | -2 | 51%[activator] | -27% | ? | -6% | 10%
> CCOC(=O)c1ccc(NC(=O)NS(=O)(=O)c2ccc(C)cc2)cc1
  -2% | -12% | 1% | -7 | 2% | -7% | 31%[activator] | -9% | -12%
> CSc1nn(Cc2ccc(F)cc2)c(N)c1S(=O)(=O)c1ccc(Cl)cc1
  -5% | -28% | 1% | -3 | / | 10% | ? | -7% | 4%
> S=C(NCCCN1CCOCC1)N1CCN(c2cccc(Cl)c2)CC1
  -6% | 1% | 7% | -8 | 1% | -36% | -20% | -13% | 11%
> O=C(NCC1COCCO1)C1CCN(S(=O)(=O)c2ccccc2)CC1 (centres undefined)
  -6% | 3% | 0% | 6 | -5% | -9% | 3% | -4% | 0%
> O=C(COC(=O)c1ccc(Cl)c(S(=O)(=O)N2CCCCC2)c1)NCCc1ccccc1
  -13% | -10% | / | 0 | -3% | 1% | 5% | / | -3%
> COC(=O)Nc1ccc(S(=O)(=O)Nc2cc(OC)nc(OC)n2)cc1
  -15% | -22% | -9% | -4 | 41% | 5% | -27% | -2% | -8%
> C/C(=N/NC(=O)CNC(=O)c1cccnc1)c1ccc(Cl)cc1
  -4% | -7% | 89% | -1 | 8% | ? | 0% | -23% | 0%
> O=C(COc1nc2ccccc2nc1N1CCOCC1)NC1CCCCC1
  0%[60.1 µM] | -2% | 8% | -11 | 0% | 17%[11.4 µM] | -1% | 3% | -8%
> Cn1c(=O)c2c(nc(/C=C/c3cccc(Cl)c3)n2C)n(C)c1=O
  0%[60.1 µM] | 0%[57.1 µM] | -18%[57.1 µM] | -3 | -7%&-2% | -4% | 8%&-4% | 38%[activator] | 19%
> O=C(CSc1ccc(Br)cc1)NCC(c1ccco1)N1CCCCC1 (centres undefined)
  -8% | -6% | / | -1 | -8% | -17% | -17% | / | -3%
> O=c1[nH]cnc2c1ncn2C1OC(CO)C(O)C1O (centres undefined)
  -29% | -11% | / | -4 | -1%&12% | 3% | 1% | -5%&6% | 5%
> CC(C)[C@H](NC(=O)c1ccc(Cl)c([N+](=O)[O-])c1)C(=O)NCc1ccc(F)cc1
  -6% | -16% | 13% | -1 | 2% | -12% | 16% | -7% | 14%
> O=C(NCc1ccc(F)cc1)c1cc(C(=O)C2CC2)c[nH]1
  6% | -25% | -1% | -7 | -1% | -18% | 344%[activator] | -4% | -8%
> CCCOC(=O)c1ccc(NC(=O)c2ccc(Br)o2)cc1
  -20% | -19% | 1% | 1 | 0% | 23% | -28% | -20% | -3%
> Nc1c(C(=O)NCc2cccnc2)sc(=S)n1-c1ccccc1
  -23% | -2% | -1% | -3 | 11% | -12% | -13% | -21% | -14%
> NC(=O)C1CCN(c2ccc3c(c2)S(=O)(=O)c2ccccc2C3=O)CC1
  -21% | -9% | / | -9 | / | 13% | -6% | / | 4%
> CCOC(=O)CC1C(=O)NCCN1C(=O)c1ccc(C)cc1 (centres undefined)
  -2% | -10% | 36% | -10 | 22% | -19% | -13% | -9% | -5%
> N#Cc1ccc(C(=O)Nc2cc(C3CC3)nn2-c2ccccc2)cc1
  -11% | 0% | / | -3 | 7% | 22% | -1% | / | -22%
> Cc1cccc(NC(=O)CSc2nc3c(oc4ccccc43)c(=O)n2-c2ccc(F)cc2)c1
  4% | -18% | 4% | -5 | / | 7% | 0% | -4% | 5%
> COc1cccc(CN2C(=O)CN(C3CCCCC3)C(=O)C2c2ccc(OC(C)C)c(OC)c2)c1 (centres undefined)
  -9%[60.1 µM] | -14% | -8% | 5 | / | 0% | 3% | -14% | 4%
> Oc1cc(Cc2ccccc2)cnc1CN1CCOCC1
  -7% | -20% | 36% | 1 | -1% | 4% | 1% | -20% | -9%
> Cc1cc(-c2cc(C(=O)NCc3ccccc3)on2)nc(S(C)(=O)=O)n1
  0% | -3% | 10% | -10 | 3% | 30% | 0% | -6% | 5%
> CCOC(=O)c1c(C)[nH]c(C(=O)OCC(=O)c2ccc(OC)cc2OC)c1C
  2% | -20% | / | 1 | 25% | -21% | ? | / | -5%
> Cc1cccc(CNC(=O)CS(=O)(=O)c2cccc3nsnc23)c1
  -7%[60.1 µM] | -9% | 17% | -8 | / | 12% | 1% | -10% | 11%
> COc1ccc(Cl)cc1NC(=O)Nc1cc(C)on1
  8% | -5% | 1% | 2 | -8% | -30% | -11% | -7% | -22%
> CC(C)[C@H](NC(=O)c1ccccc1)C(=O)OCC(=O)c1ccc(S(=O)(=O)N2CCCCC2)cc1
  0% | -10% | / | -7 | -6% | 8% | ? | / | /
> Cc1cc2c(o1)CC(C)(C)CC2=O
  2% | -2% | 5% | 0 | 2% | 1% | 18% | 1% | -1%
> O=C(NS(=O)(=O)Nc1ccc(Br)cn1)c1c[nH]c2ccccc12
  -8% | -14% | -2% | 0 | 61%[activator] | 3% | -4% | 0% | -11%
> CC(NC(=O)CN1CCN(c2ncccn2)CC1)c1ccc(F)cc1 (centres undefined)
  -22% | -8% | 1% | -3 | 1% | 0% | -23% | -11% | 6%
> CCCn1c(SCC(=O)c2ccc(CC)cc2)n[nH]c1=O
  -2% | -15% | 15% | 0 | -1% | -22% | 148%[activator] | ? | 5%
